Bioassay records as filed in PubChem BioAssay.
All columns: NCI-60 one-dose screen, growth in % after 48 h at 10 µM unless noted; 100 = growth as untreated, 0 = no growth, -100 = all killed.
BT-549 – BT-549 breast cancer | AID 1794793 | 78,000 compounds, 4.4% hits
MALME-3M – MALME-3M melanoma; 78,000 compounds, 5.8% hits; AID 1794766
MDA-MB-231 – MDA-MB-231 breast cancer; 81,000 compounds, 5% hits
MDA-MB-468 – MDA-MB-468 breast cancer. 78,000 compounds, 8.5% hits. AID 2202374
MCF7 – MCF7 breast cancer; 82,000 compounds, 6.3% hits
T-47D – T-47D breast cancer; 79,000 compounds, 5% hits; AID 1794792
HS 578T – HS 578T breast cancer; 78,000 compounds, 4.1% hits; AID 1794788
LOX IMVI – LOX IMVI melanoma | AID 1794757 | 79,000 compounds, 7.4% hits
* hit, by the source's call; . = not tested or not shown; & = joins results of further samples. The calls were made as follows: active = growth percent below 10; inactive = the rest. Some of the compounds tested, so the mix of outcomes need not match the whole.

[1] CCCCN(CCCC)CC(O)c1ccccc1I (stereo unspecified)
[2] CCC(CC)(NC)C(O)c1ccccc1 (stereo unspecified)
[3] CCC(C)(C)c1ccc(O)cc1
[4] Nc1ccc([N+](=O)[O-])cc1Cl
[5] COC(=O)c1ccc(-n2cc(CCCN(CCNc3ccnc4cc(Cl)ccc34)C(=O)CCC(=O)O[C@@H]3O[C@@H]4OC5(C)CC[C@H]6[C@H](C)CC[C@@H]([C@H]3C)[C@@]46OO5)nn2)cc1
[6] CNc1cccc2ccccc12
[7] C/C(=N/OC(=O)N(C)C)c1cc(Cl)ccc1Cl
[8] CC(c1cccc(Nc2ncnc3nc[nH]c23)c1)N(CCCl)CCCl (stereo unspecified)

compound no.,1,2,3,4,5,6,7,8
BT-549,107,102,122,104,43,108,98,80
MALME-3M,89,96,105&112,113,-61*,90,96,85
MDA-MB-231,.,106,94&102,100,63,79,111,88
MDA-MB-468,102,109,104&107,100,33,85,102,96
MCF7,82,98,104&96,97,-50*,76,98,83
T-47D,78,101,98,96,38,92,97,90
HS 578T,.,109,107&92,111,50,98,105,110
LOX IMVI,.,92,87&97,101,8.1*,89,.,77

[9] CCCCNc1nc2c(s1)C1=CC[C@@H]3[C@H](CC[C@]4(C)C(=O)CC[C@@H]34)[C@@]1(C)CC2
[10] CN1C(=O)C(C2CCCCC2)C(=O)N(C)C1=O
[11] COC(=O)C1C(C(=O)O)C2(Cl)C(Cl)=C(Cl)C1(Cl)C2(Cl)Cl (stereo unspecified)
[12] CCCO/N=C/c1cccnc1
[13] CN(CCCl)CC1OC(c2ccccc2)OC2C1OC1OC(C)(C)OC12 (stereo unspecified)
[14] CC(=O)c1ccc(F)cc1
[15] CC(C)N(CC#CCO)CCO
[16] O=C(CCCc1ccc([N+](=O)[O-])cc1)Nc1cccc(S(=O)(=O)F)c1

compound no.,9,10,11,12,13,14,15,16
BT-549,94,136,107,106,97,119,128,109
MALME-3M,96,119,94,115,113,102,102,86
MDA-MB-231,108,117,102,112,105,109,112,110
MDA-MB-468,105,94,103,109,106,102,98,91
MCF7,97,98,108,95,95,102,101,90
T-47D,106,96,108,110,97,102,112,90
HS 578T,101,99,100,95,97,116,97,101
LOX IMVI,96,99,103,99,99,96,101,92

[17] COC(=O)[C@@H](C)C[C@H](Cc1ccccc1)NC(=O)c1csc([C@@H](C[C@H](C(C)C)N(C)C(=O)C2(NC(=O)[C@H]3CCCCN3C)CCC2)OC(C)=O)n1
[18] CN(C)c1ccc(CN2CCCN(Cc3ccc(N(C)C)cc3)P2(=O)N(CCCl)CCCl)cc1
[19] CC(=O)O[C@H]1CC[C@H]2[C@@H]3CC(=C(Br)Br)C4=CC(=O)CC[C@]4(C)[C@H]3CC[C@]12C
[20] CCC(CC)CC1(C)CC2(C)CCOC2OO1 (stereo unspecified)
[21] CC[C@H](C)[C@@H]1OC(=O)C(C)(C)[C@H](O)[C@H](Cc2ccccc2)OC(=O)[C@H](C(C)C)OC(=O)[C@@H](NC(=O)c2cccc(NC=O)c2O)[C@@H](C)OC1=O
[22] Nc1nc(N)c2n[nH]nc2n1
[23] O=C(CCN1CC1)OCC1CCCO1 (stereo unspecified)
[24] CCC(CC)COC(=O)CI

compound no.,17,18,19,20,21,22,23,24
BT-549,12,102,52,112,54,91,115,80
MALME-3M,67,137,82,112,77,89,109,90
MDA-MB-231,-14*,97,95,100,59,98,123,.
MDA-MB-468,7.0*,.,78,110,9.9*,.,110,90
MCF7,22,102,82,104,40,97,101,87
T-47D,50,84,.,98,33,116,122,.
HS 578T,13,133,88,93,73,96,109,90
LOX IMVI,13,99,95,102,38,88,97,94

[25] CNC1(c2ccccc2Cl)CCCCC1=O (stereo unspecified)
[26] O=[N+]([O-])c1ccccc1O
[27] CNC(=O)Oc1cccc(N=CN(C)C)c1
[28] Cc1ccccc1-n1c(/C=C\c2ccccn2)nc2ccccc2c1=O
[29] CC(C)=CC1C(C(=O)OC/C=C\c2ccc3c(c2)OCO3)C1(C)C (stereo unspecified)
[30] O=C(O)c1ccccc1-c1c2cc(Br)c(=O)cc-2oc2[c]([Hg])c(O)c(Br)cc12
[31] O=C1/C(=C\c2ccccc2)C2OCC=C3CN4CCC56c7ccccc7N1C5C2C3CC46 (stereo unspecified)
[32] O=c1cc[nH]c(=O)o1

compound no.,25,26,27,28,29,30,31,32
BT-549,115,106,114,.,101,105&110,98,102
MALME-3M,124,125,96,59,96,110&101,81,95
MDA-MB-231,105,125,.,77,90,106&107,87,117
MDA-MB-468,105,108,98,3.4*,85,110&107,.,105
MCF7,104,113,93,67,90,81&95,66,97
T-47D,108,101,.,49,99,88,81,96
HS 578T,110,70,101,44,92,96&104,80,120
LOX IMVI,108,95,93,.,100,85&82,62,98

[33] Cc1ccc(C(=O)O[C@H](C(=O)O)[C@H](OC(=O)c2ccc(C)cc2)C(=O)O)cc1
[34] Clc1cc(Cl)nc(N2CC2)n1
[35] CCSCCC(N)C(=O)O (stereo unspecified)
[36] O=C1CC=C2C3CC4N(CCC45c4cc(O)c(O)cc4N1C25)C/C3=C\CBr (stereo unspecified)
[37] O=C(/C=C/c1ccccc1)NCCc1cnc[nH]1
[38] COc1ccc(CC[N+](C)(C)C)cc1
[39] CN(C)CCS(=O)(=O)C(c1ccccc1)c1ccccc1
[40] COC(=O)[C@@H](NC(=O)c1cn(Cc2ccccc2)c2ccccc12)C(C)C

compound no.,33,34,35,36,37,38,39,40
BT-549,101,103,277,127,104,84,96,99
MALME-3M,107,103,95,127,100,97,95,97
MDA-MB-231,113,91,99,107,108,110,102,94
MDA-MB-468,103,.,.,97,100,106,96,119
MCF7,105,95,107,102,100,100,101,93
T-47D,94,109,105,101,95,97,76,85
HS 578T,128,104,37,117,124,.,103,105
LOX IMVI,97,100,100,99,93,97,92,89

Compound profiles, as listed above. Screens in order: BT-549, MALME-3M, MDA-MB-231, MDA-MB-468, MCF7, T-47D, HS 578T, LOX IMVI
`O=C1CC=C2C3CC4N(CCC45c4cc(O)c(O)cc4N1C25)C/C3=C\CBr` (stereo unspecified) across the screens: 127, 127, 107, 97, 102, 101, 117, 99
`COC(=O)[C@@H](NC(=O)c1cn(Cc2ccccc2)c2ccccc12)C(C)C` across the screens: 99, 97, 94, 119, 93, 85, 105, 89
`CCSCCC(N)C(=O)O` (stereo unspecified) across the screens: 277, 95, 99, ., 107, 105, 37, 100

Later entries.
[41] COc1cc2c(cc1OC)C13CC[N+]4([O-])CC5=CCOC6CC(=O)N2C1C6C5CC34 (stereo unspecified)
[42] O=C1C2CC(CN3CCCCC23)C2CCCCN12 (stereo unspecified)
[43] Oc1c(I)cc(I)cc1I
[44] C[C@]12CCc3nc(Nc4ccccc4F)sc3C1=CC[C@@H]1[C@@H]2CC[C@]2(C)C(=O)CC[C@@H]12
[45] CCCCCCCCCCCCCCP(=O)(OC)OC
[46] CC12C(C(=O)O)C1(c1ccccc1)C2C(=O)O (stereo unspecified)
[47] CCOC(=O)CC(SP1(=S)OCC2(CCCCO2)C(C2CCCCO2)O1)C(=O)OCC (stereo unspecified)
[48] CC(C(O)c1ccccc1)N(Cc1ccccc1)Cc1ccccc1 (stereo unspecified)

compound no.,41,42,43,44,45,46,47,48
BT-549,121,109,.,66,110,110&125,107,111
MALME-3M,116,99,121,76,97,102&118,84,95
MDA-MB-231,106,122,94,93,106,117&110,98,98
MDA-MB-468,113,59,102,24,87,111&102,112,100
MCF7,103,97,95,13,101,94&103,106,85
T-47D,106,103,103,37,104,101&97,96,74
HS 578T,104,89,119,68,.,105&97,.,99
LOX IMVI,100,100,.,14,98,95&97,100,91

[49] CSP(=S)(SC(C)C)SC(C)C
[50] O=C(/C=C/c1ccc(F)cc1)c1nc2ccccc2n1Cc1ccc(F)cc1
[51] O=[N+]([O-])c1ccc2c(c1)Cc1cc(N(CCCl)CCCl)ccc1-2
[52] CCOC(=O)CC1Oc2ccc3c(c2NC1=O)c(C(=O)OCC)c(C)n3Cc1ccccc1 (stereo unspecified)
[53] CC(Cc1ccccc1)N(C)C (stereo unspecified)
[54] CN1CC(Br)C(=O)NC1=O (stereo unspecified)
[55] OCCNC(Cc1ccccc1)c1ccccc1O (stereo unspecified)
[56] O=C(O)C(Br)CBr (stereo unspecified)

compound no.,49,50,51,52,53,54,55,56
BT-549,105,-24*,109,104,98,.,71,100
MALME-3M,109,-24*,97,102,103,100,90,.
MDA-MB-231,104,.,85,69,103,102,108,126
MDA-MB-468,91,-16*,92,.,101,95,98,95
MCF7,95,7.3*,75,78,92,81,93,88
T-47D,92,17,81,58,105,95,57,90
HS 578T,101,.,88,83,103,87,98,111
LOX IMVI,99,.,93,66,95,91,95,94

[57] C#Cc1ccc2c(c1)C(c1ccccc1F)=NCC(=O)N2C
[58] CCN(CC)C(=O)CCl
[59] CC(O)CSP(=S)(Oc1ccccc1)Oc1ccccc1 (stereo unspecified)
[60] CC1(C)N=C(N)N=C(N)N1c1ccc(OCCCNC(=O)Nc2ccc(S(=O)(=O)F)cc2)c(Cl)c1
[61] CNC(=O)Oc1cccc2cccnc12
[62] CC1=C2C(=C[C@@](C)(COS(C)(=O)=O)[C@@H]2O)C(=O)[C@](C)(O)C12CC2
[63] O=C1C(Cl)=C(Cl)C(=O)C1(Cl)Cl
[64] CCC1C(=O)NC(=O)N(c2ccccc2)C1=O (stereo unspecified)

compound no.,57,58,59,60,61,62,63,64
BT-549,47,94,98,61,120,-16*,99,116
MALME-3M,77,101,83,55,93,-33*,116,115
MDA-MB-231,51,.,104,65,109,8.8*,102,119
MDA-MB-468,26,99,96,15,107,-55*,.,101
MCF7,20,98,102,18,100,3.1*,101,96
T-47D,41,.,104,52,70,-1.0*,108,107
HS 578T,64,104,86,84,106,-9.6*,.,95
LOX IMVI,47,107,99,16,67,-3.5*,100,96

[65] Cc1c(C(=O)CN2CCCCC2)ccc(O)c1O
[66] FC(F)=C(F)c1ccccc1
[67] CN1C(=O)C(=Cc2cn(C[C@@H](O)Cn3c4ccccc4c(=O)c4ccccc43)c3ccccc23)C(=O)N(C)C1=O
[68] CCCCOC(C(=O)OCCN(CC)CC)(c1ccccc1)c1ccccc1
[69] O=C1CN2CCC1CC2
[70] COc1ccc2c(c1)C1(C(=O)O)CC=CCC1(C(=O)O)C2 (stereo unspecified)
[71] O=C(O)CNC(=O)C(Cl)(Cl)Cl
[72] COc1ccc(C2=C3CC[C@@H]4[C@H](CC[C@]5(C)C(=O)CC[C@@H]45)C3=CC3C(O)c4ccccc4N4C(=O)COC234)cc1 (stereo partly specified)

compound no.,65,66,67,68,69,70,71,72
BT-549,120,96,90,87,94,104,103,95
MALME-3M,101,101,87,96,102,120,98,102
MDA-MB-231,112,115,58,91,108,106,103,93
MDA-MB-468,112,105,92,89,104,125,99,88
MCF7,99,97,82,84,103,106,91,93
T-47D,109,81,82,80,91,103,95,94
HS 578T,106,.,84,89,101,112,.,89
LOX IMVI,98,89,79,98,104,99,99,93

[73] O=C1c2ccccc2CCC1Cl (stereo unspecified)
[74] O=C(NC([Se])=NC1CCCCC1)c1ccccc1
[75] CCOC(=O)C(C(C)=O)c1ccccc1 (stereo unspecified)
[76] COC(=O)C1=C(Nc2ccc(Cl)c(C(F)(F)F)c2)C(=O)OC12C(=O)Nc1ccccc12 (stereo unspecified)
[77] CC(C)(Br)C(=O)C(C)(C)Br

compound no.,73,74,75,76,77
BT-549,100,76,112,92,123
MALME-3M,92,94,96,98,97
MDA-MB-231,87,.,117,97,116
MDA-MB-468,107,55,.,119,100
MCF7,91,30,108,91,100
T-47D,85,46,97,101,108
HS 578T,82,.,93,95,95
LOX IMVI,95,.,111,86,99
